Screening results deposited in PubChem by Sanford-Burnham Center for Chemical Genomics.
DUSP3 inh: VHR1 phosphatase inhibitors, primary screen, biochemical, colorimetric, HTS. Dual specificity protein phosphatase 3 (Homo sapiens), P51452. recombinant VHR phosphatase, colorimetric substrate read-out. inhibition, % at 20 µM. hit rate 0.7% among 50,000. AID 1992, 2009; in the data active = inhibition above about 60%; also: some results filed as inactive read as strong as hits
Target sequence (P51452 whole entry, looked up): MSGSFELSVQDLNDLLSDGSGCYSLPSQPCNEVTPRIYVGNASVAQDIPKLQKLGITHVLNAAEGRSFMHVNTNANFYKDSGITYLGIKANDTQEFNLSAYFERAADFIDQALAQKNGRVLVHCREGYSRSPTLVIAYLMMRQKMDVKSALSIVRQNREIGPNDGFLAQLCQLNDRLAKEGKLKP
The depositor's hits bear a star. The list is partial; the hit share may differ from the screen's.

SMILES	DUSP3 inh
COc1ccc(NC(=O)C(C)c2ccc(CC(C)C)cc2)cc1 (stereo not drawn)	-4
Cc1occc1C(=O)NCC1CCCO1 (stereo not drawn)	0
CC12CC3CC(C1)CC(CNC(=S)Nc1ccccc1)(C3)C2	-18
CC1=C(C(=O)OC(C)C)C(c2ccccc2Cl)CC(=O)N1 (stereo not drawn)	29
COC(=O)c1c(NC(=O)Cc2ccccc2)sc(C)c1C	-9
CCOc1ccc(-c2cc(C)n3nc(C(=O)O)cc3n2)cc1	-5
COc1ccc(C(=O)N2CC(c3ccc(Cl)cc3)CC2=O)cc1 (stereo not drawn)	-20
O=C1ON=C(c2ccc(Cl)cc2)/C1=C/c1ccc(O)cc1	4
O=C(Nc1ccc(Cl)cc1)Nc1nnc(Cc2ccc(F)cc2)s1	-14
Cc1cc(NC(=O)c2ccc3c(c2)C2C=CCC2C(c2ccc(F)cc2)N3)ccc1[N+](=O)[O-] (stereo not drawn)	14
COc1ccc(-c2ccc(-c3nc(-c4ccccc4Cl)no3)cc2)cc1	-3
O=C(Nc1nc(-c2ccc(F)cc2)cs1)c1ccccc1[N+](=O)[O-]	-6
COC(=O)c1ccc(N2C(=O)CC(N3CCC(O)CC3)C2=O)cc1 (stereo not drawn)	2
CCCc1nnc(NC(=O)Nc2ccc(Cl)cc2)s1	-18
CC1=C(C(=O)Nc2ccc(C)cc2)C(c2ccc(Cl)cc2Cl)NC(=S)N1 (stereo not drawn)	-14
Cc1cccc(-c2noc(COc3ccc(Cl)cc3)n2)c1	-6
Cc1ccc(C(=O)Nc2ccc(Cl)cc2Cl)o1	8
COc1ccccc1OCCNC(=O)c1ccccc1I	-7
COc1ccc(-n2cnc3c(sc4nccc(N(C)C)c43)c2=O)cc1	5
Cc1ccc(N=Cc2c(O)n(C)c(=O)n(C)c2=O)cc1	1
COc1cc(/C=C2\SC(=S)N(C3CCCCC3)C2=O)ccc1OC(=O)c1cccc(C)c1	-10
CC(C)CNC(=O)/C(=C/c1ccc(N(C)C)cc1)NC(=O)c1ccccc1	-15
CN(C)c1ccc(-c2ncnn2-c2ccc(Cl)cc2)cc1	-27
O=C1CCCC2=C1C(c1cccc([N+](=O)[O-])c1)Nc1ccccc1N2 (stereo not drawn)	5
Cc1cc(Cl)ccc1OCC(=O)Nc1cccc(F)c1	-16
Cc1ccc2nc(SCC(=O)Nc3ccc(Br)cc3)[nH]c2c1	-13
CCOC(=O)c1c(NC(=O)CSc2nc3ccccc3[nH]2)sc2c1CCCC2	4
CCC(C)c1ccc(OCCOc2ccc(Br)cc2/C=N/n2cnnc2)cc1 (stereo not drawn)	-2
Oc1ccc(Br)cc1-c1nnc2ccc3ccccc3n12	7
Cc1nn(CC(=O)Nc2ccccc2C(F)(F)F)c(C)c1[N+](=O)[O-]	-19
Cc1ccc(OCCOc2ccc(Cl)cc2C=O)cc1	-1
S=C(Nc1cccc2ccccc12)N1CCN(C(c2ccccc2)c2ccccc2)CC1	-22
COc1ccc(C(=O)/C=C/c2cc3c(cc2Br)OCO3)cc1OC	-15
COc1ccc(C2NN=C(Cc3ccccc3)S2)cc1OC (stereo not drawn)	-32
O=[N+]([O-])c1ccccc1S(=O)(=O)Oc1ccccc1/C=N/n1cnnc1	4
CCN(CC)C(=O)C(=O)N/N=C/c1cccc(OC)c1	2
CCOC(=O)C1=C(C)N=c2s/c(=C\c3cccc(OC)c3)c(=O)n2C1c1ccc(C)cc1 (stereo not drawn)	-16
COc1ccc(/C(N)=N/OC(=O)COc2ccc(C)cc2C)cc1	-2
CCOC(=O)c1c(NC(=O)c2ccc(Cl)c([N+](=O)[O-])c2)sc2c1CCC2	-1
O=C(N/N=C\c1cccc([N+](=O)[O-])c1)c1cncc(Br)c1	-13
CCOC(=O)Nc1sc(C)nc1-c1ccccc1	-14
O=C1OC(C23CC4CC(CC(C4)C2)C3)=N/C1=C\c1ccccc1	-13
Cc1cccc(N2C(=O)CC(N3CCN(C/C=C/c4ccccc4)CC3)C2=O)c1 (stereo not drawn)	-21
COc1ccc(-c2nc(-c3ccc(OC)c(OC)c3)no2)cc1	3
Cc1cccc(NC(=O)C2(c3ccccc3)CCCC2)n1	-15
O=C(Nc1ccc(F)c(F)c1)C1CC1c1ccccc1 (stereo not drawn)	3
O=C(O)C(C(=O)O)C1c2ccccc2Sc2ccccc21	1
CC(Sc1ccc(Cl)cc1)C(=O)NCCc1ccccc1 (stereo not drawn)	-4
Cc1ccc(N2C(=O)CSC23C(=O)Nc2ccccc23)cc1Cl (stereo not drawn)	-6
Cc1ccc(S(N)(=O)=O)cc1NC(=O)Cc1ccccc1	-33

20 neighbouring entries from above, for reference:
SMILES	DUSP3 inh
COc1ccc(NC(=O)C(C)c2ccc(CC(C)C)cc2)cc1 (stereo not drawn)	-4
Cc1occc1C(=O)NCC1CCCO1 (stereo not drawn)	0
CC12CC3CC(C1)CC(CNC(=S)Nc1ccccc1)(C3)C2	-18
CC1=C(C(=O)OC(C)C)C(c2ccccc2Cl)CC(=O)N1 (stereo not drawn)	29
COC(=O)c1c(NC(=O)Cc2ccccc2)sc(C)c1C	-9
CCOc1ccc(-c2cc(C)n3nc(C(=O)O)cc3n2)cc1	-5
COc1ccc(C(=O)N2CC(c3ccc(Cl)cc3)CC2=O)cc1 (stereo not drawn)	-20
O=C1ON=C(c2ccc(Cl)cc2)/C1=C/c1ccc(O)cc1	4
O=C(Nc1ccc(Cl)cc1)Nc1nnc(Cc2ccc(F)cc2)s1	-14
Cc1cc(NC(=O)c2ccc3c(c2)C2C=CCC2C(c2ccc(F)cc2)N3)ccc1[N+](=O)[O-] (stereo not drawn)	14
COc1ccc(-c2ccc(-c3nc(-c4ccccc4Cl)no3)cc2)cc1	-3
O=C(Nc1nc(-c2ccc(F)cc2)cs1)c1ccccc1[N+](=O)[O-]	-6
COC(=O)c1ccc(N2C(=O)CC(N3CCC(O)CC3)C2=O)cc1 (stereo not drawn)	2
CCCc1nnc(NC(=O)Nc2ccc(Cl)cc2)s1	-18
CC1=C(C(=O)Nc2ccc(C)cc2)C(c2ccc(Cl)cc2Cl)NC(=S)N1 (stereo not drawn)	-14
Cc1cccc(-c2noc(COc3ccc(Cl)cc3)n2)c1	-6
Cc1ccc(C(=O)Nc2ccc(Cl)cc2Cl)o1	8
COc1ccccc1OCCNC(=O)c1ccccc1I	-7
COc1ccc(-n2cnc3c(sc4nccc(N(C)C)c43)c2=O)cc1	5
Cc1ccc(N=Cc2c(O)n(C)c(=O)n(C)c2=O)cc1	1

Next part:
SMILES	DUSP3 inh
COc1ccc(NC(=O)c2c(NC(=O)C(Cl)(Cl)Cl)sc3c2CCC3)cc1	-5
O=C(Nc1ccc(-c2cnc(-c3ccc(NC(=O)c4ccccc4Cl)cc3)nc2)cc1)c1ccccc1Cl	-5
O=C1C(=O)N(CC2CCCO2)C(c2ccc([N+](=O)[O-])cc2)/C1=C(/O)c1ccccc1 (stereo not drawn)	-4
COc1ccc(CCN(C(=O)c2ccc(F)cc2)C2=CC3CCC(C2)N3C)cc1OC (stereo not drawn)	-25
O=C(/C=C/c1c[nH]c2ccccc12)c1ccc([N+](=O)[O-])cc1	13
COc1ccc(CC(=O)Nc2sc3c(c2C(=O)Nc2ccc(Cl)cc2)CCC3)cc1	-8
Cc1ccc([N+](=O)[O-])cc1NC(=O)CC1Sc2ccccc2NC1=O (stereo not drawn)	-2
O=C1CCC([N+](=O)[O-])C(c2ccc(Cl)c(Cl)c2)N1 (stereo not drawn)	66
O=C(CC(=O)NC1CCCCC1)N/N=C/c1ccccc1OCc1ccccc1	-24
N#CCc1nc(-c2ccc([N+](=O)[O-])cc2)cs1	-8
COc1cc(OC)cc(C(=O)N2CCN(Cc3ccccc3OC)CC2)c1	-4
O=C(O)CC1S/C(=N\N=C\c2ccc([N+](=O)[O-])cc2)NC1=O (stereo not drawn)	2
CC1(C)CC(CCN(Cc2ccccc2)C(=O)c2ccco2)(c2ccccc2)CCO1 (stereo not drawn)	-13
Cc1nnc(Nc2ccc3c(c2)ncn3C)c2ccccc12	-5
COC(=O)C1=CNC=C(C(=O)OC)C1c1ccsc1	-14
O=C(Nc1cccc(I)c1)C(c1ccccc1)c1ccccc1	-16
Cc1cccc(NC(=O)C2C3C=CC(C3)C2C(=O)O)n1 (stereo not drawn)	-4
CCOC(=O)c1c(NC(=S)NCCc2ccccc2)sc2c1CC(C)(C)OC2	-19
Cc1ccc(/C(O)=C2/C(=O)C(=O)N(CCCn3ccnc3)C2c2ccccc2F)cc1 (stereo not drawn)	-7
CCc1c(C)sc(NC(=O)C(C)Oc2cccc(Cl)c2)c1C#N (stereo not drawn)	-18
COc1ccc(CNS(=O)(=O)Cc2ccccc2)cc1	2
CC(=O)Nc1ccc(S(=O)(=O)n2c(C)cc(C)nc2=O)cc1	-4
CCOC(=O)/C(C#N)=C1/N(C)c2ccccc2N1N	-9
Cc1cc([N+](=O)[O-])c(-c2ccc(C=C3C(=O)c4ccccc4C3=O)o2)cc1Cl	-7
CC(=O)C1=C(O)C(=O)N(CC2CCCO2)C1c1ccc(O)cc1 (stereo not drawn)	-7
O=C(OCCN1CCCCC1)c1ccc(O)cc1	2
Cc1cccc(-c2noc(-c3cccc([N+](=O)[O-])c3C)n2)c1	0
O=C(N/N=C/c1ccc(O)cc1O)c1[nH]c2ccc([N+](=O)[O-])cc2c1-c1ccccc1	26
Oc1cccc(Nc2nc(-c3ccccn3)cs2)c1	-16
CC1=NN(c2cccc(C(=O)O)c2)C(=O)/C1=C\c1ccc(F)cc1	5
CC(=O)c1c(C)n(S(=O)(=O)c2ccccc2)c2ccc(NS(=O)(=O)c3ccccc3)cc12	-8
O=C(Nc1ccc(S(=O)(=O)Nc2ncccn2)cc1)c1cccc(Br)c1	-12
COc1ccc(CCNC(=O)c2cccc(Br)c2)cc1OC	1
COc1cc(/C=c2\sc3nc4c(C)cccc4n3c2=O)ccc1O	24
O=[N+]([O-])c1ccc(C2Nc3c(I)cccc3C3C=CCC32)cc1 (stereo not drawn)	11
COc1cc(/C=C2\SC(=S)N(CCCCCCCCCCC(=O)O)C2=O)ccc1O	-4
O=C(NCc1ccco1)C1c2ccccc2Oc2ccccc21	9
COc1ccc(C2C(C(=O)OC(C)C)C(=O)CC(C)(O)C2C(=O)OC(C)C)cc1OC (stereo not drawn)	-3
Cc1ccc(-c2cc(C(=O)N/N=C/c3ccccc3)[nH]n2)cc1	-5
COc1ccc(N2C(=O)/C(=C/c3ccc(I)o3)C(=O)NC2=S)cc1	92*
O=C(O)c1ccc2nc3cc(N4CCOCC4)c(N4CCOCC4)cc3nc2c1	9
Cc1ccsc1C=Nc1cccc([N+](=O)[O-])c1	1
CCCSc1nc2sc3c(c2c(=O)[nH]1)CCc1ccccc1-3	-25
CCOC(=O)Nc1sc2c(c1C(=O)OCC)CCCCCC2	-26
CCc1ccc(NC(=O)COc2cc(C)c(Cl)c(C)c2)cc1	-5
N#Cc1ccccc1NS(=O)(=O)c1ccccc1[N+](=O)[O-]	-23
O=C(NCc1ccc2c(c1)OCO2)C(=O)Nc1ccccc1F	5
N#Cc1c(N)[nH]c(=S)c(C#N)c1-c1cccc([N+](=O)[O-])c1	2
O=S(=O)(/C=C/c1ccccc1)N1CCN(C/C=C/c2ccccc2)CC1	16
COc1cc(/C=C/C(=O)c2c(-c3ccccc3)c3cc(Cl)ccc3[nH]c2=O)cc(OC)c1OC	-3
Remaining list, next part
SMILES	DUSP3 inh
CCc1nnc(NS(=O)(=O)c2ccc(NC(=O)c3ccccc3[N+](=O)[O-])cc2)s1	-6
CN1CCC(=NNC(=O)C(=O)NCC2CCCO2)CC1 (stereo not drawn)	17
CC1CN(C(=O)c2cc([N+](=O)[O-])cc([N+](=O)[O-])c2N)CC(C)O1 (stereo not drawn)	0
COc1ccc(C(=O)NNC(=O)c2ccccc2[N+](=O)[O-])cc1	-30
O=C1NC(=O)N(c2ccc(Cl)cc2)C(=O)/C1=C\c1ccc(-c2ccc(C(=O)O)c(Cl)c2)o1	-5
Cc1ccccc1-c1n[nH]c(=S)n1C1CCCCC1	-10
CC(C)CCNC(=O)c1cccc(I)c1	-36
CNC(=O)c1cc(-c2ccc(OC)cc2)nc2ccccc12	16
O=C(NCC1(c2ccccc2)CCOCC1)c1ccco1	4
Cn1c(=O)n(CCOc2ccc([N+](=O)[O-])cc2)c2ccccc21	-12
CCC(Oc1ccccc1)C(=O)Nc1cccc2c1C(=O)c1ccccc1C2=O (stereo not drawn)	-3
O=C1c2ccccc2C(=O)C12OC(c1ccc(Cl)cc1)C1(C(=O)c3ccccc3C1=O)C2c1ccc(F)cc1 (stereo not drawn)	-15
Cc1ccc(C(=O)Nc2ccc(OC(F)(F)F)cc2)cc1	8
CN1C(=O)NC(=O)/C(=C\c2cccc(Oc3ccccc3)c2)C1=O	-9
COc1cc(=O)n(C)c2c(OCC(O)C(C)(C)O)cccc12 (stereo not drawn)	1
O=C(O)c1cccc(N2Cc3ccc(Br)cc3C2)c1	-25
CCCCn1c(-c2ccccc2)nc2ccccc21	15
O=C(O)c1ccc(N=C2SCC(=O)N2Cc2ccccc2)cc1	-11
O=C(NCc1ccc2c(c1)OCO2)c1ccc(Cl)cc1[N+](=O)[O-]	-2
O=C1N=c2ccc(Br)cc2=C1c1sc(Nc2ccc(O)cc2)nc1O	38
C/C(CC(=O)N1CCCCC1)=N\NC(=O)c1cccc(O)c1	12
CCN(CC)C(=O)c1ccc(CN(c2cc(Cl)ccc2C)S(=O)(=O)c2ccccc2)cc1	1
COc1ccc(/C=C2/C(=O)NN(c3ccccc3)C2=O)cc1Br	23
O=C(/C=C(\O)c1ccccc1)c1ccc([N+](=O)[O-])cc1	33
COc1ccc(Cl)cc1C(=O)NC(C)C	-18
CC(C)CC(NC(c1ccccc1)(c1ccccc1)c1ccccc1)C(=O)O (stereo not drawn)	-15
